sPLA2-III inh: Blocks human group III sPLA2 activity; QFRET BODIPY PC-A2 liposome hydrolysis, fluorescence; inhibition, % at 12.2 µM; 0.56% of 370,000 active;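 active means inhibition above mean plus 3 SD of compounds lying within the high and low control bounds, cut at about 19% in these data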;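 further: 0% = median of test compound wells and 100% = no enzyme DMSO wells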
proKLK7 act: activates the human kallikrein-7 zymogen; P49862; purified proKLK7, EDANS-DABCYL substrate fluorescence; 100% is mature enzyme control, 0% vehicle; activation, % at 7 µM; 0.9% of 370,000 active;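 active means activation above the mean of all tested compounds plus 3 SD, computed per campaign excluding outliers beyond control limits, cut at about 13% in these data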
DDE Tn6 FP inh: DD(E)-Tn6 binding inhibition, primary FP screen | P02675 | Fibrin DD(E) TRITC-Tn6 fluorescence polarization displacement | inhibition, % at 8.3 µM | 0.21% of 370,000 active;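 active means inhibition above a per-campaign cutoff: mean of compounds within control limits plus 3 SD, cut at about 15% in these data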;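 further: 0% = median of all compound wells on the plate and 100% = blocking peptide control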
Target sequence (P02675 whole entry, looked up): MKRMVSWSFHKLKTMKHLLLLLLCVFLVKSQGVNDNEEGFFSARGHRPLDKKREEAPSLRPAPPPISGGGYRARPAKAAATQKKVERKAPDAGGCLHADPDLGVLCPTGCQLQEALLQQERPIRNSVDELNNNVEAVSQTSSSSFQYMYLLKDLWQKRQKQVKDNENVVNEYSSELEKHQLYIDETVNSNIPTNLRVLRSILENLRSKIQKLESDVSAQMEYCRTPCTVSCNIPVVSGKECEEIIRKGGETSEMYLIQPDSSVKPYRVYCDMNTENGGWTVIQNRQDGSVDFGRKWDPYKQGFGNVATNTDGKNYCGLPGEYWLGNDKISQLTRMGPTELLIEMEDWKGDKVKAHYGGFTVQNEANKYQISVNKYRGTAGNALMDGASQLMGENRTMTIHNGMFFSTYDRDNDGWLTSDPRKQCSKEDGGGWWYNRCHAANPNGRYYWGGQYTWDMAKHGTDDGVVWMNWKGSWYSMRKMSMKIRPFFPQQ
ARFGAP1 inhibitor: inhibitors of rat ARFGAP1 | inhibition, % at 16.5 µM | 0.26% of 360,000 active | Arfgap1-stimulated ARF1 GTP hydrolysis, GDP FP detection;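 active means inhibition above a per-plate limit, mean inhibition of low control wells plus 3 SD, cut at about 25% in these data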;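 further: 0% = DMSO wells with enzyme and 100% = wells lacking Arfgap1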
Target sequence (Q62848 1-136 limits assumed): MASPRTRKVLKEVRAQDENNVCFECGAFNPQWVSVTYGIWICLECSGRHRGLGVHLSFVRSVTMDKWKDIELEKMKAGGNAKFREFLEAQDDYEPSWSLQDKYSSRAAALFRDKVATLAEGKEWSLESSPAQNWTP
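Material: truncated rat Arfgap1 GAP domain; Incubation: compound-enzyme preincubation 20 min, reaction 120 min, detection 60 min, 25 °C; Read-out: percent inhibition of Arfgap1-stimulated GTP hydrolysis; Technique: FP, GDP Alexa 633 tracer displaced from anti-GDP antibody, 620/688 nm; Controls: No-Arfgap1 wells (100%) versus DMSO full-reaction wells (0%); Replication: single well per compound.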
Tn7 DDE FP: DD(E)-Tn7 binding inhibition, primary FP screen. P02675. FP displacement of FITC-Tn7 peptide from fibrin DD(E); 0% = median of compound wells per plate. inhibition, % at 8.3 µM. 0.13% of 370,000 active;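 active means inhibition above the mean of compounds falling within the control limits plus 3 SD of them, cut at about 14% in these data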;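 further: 0% = plate median of compound wells and 100% = 10 µM Aha-Tn7 peptide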
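Also added: labelled Tn7 tracer, 0.1 µM; Assay system: human fibrin DD(E) protein; Amount: 2 µM fibrin DD(E); Schedule: 10 min compound pre-incubation, 3 h probe incubation at room temperature; Repeats: one replicate per compound; Read-out basis: percent inhibition; Measured by: fluorescence polarization of the labelled Tn7 tracer.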
PLCg1 inh: blocks human PLC-gamma1 enzyme activity; P19174; purified PLC-gamma1, fluorogenic substrate, fluorescence; inhibition, % at 12.2 µM; 0.84% of 370,000 active; in the data active means inhibition above about 9.5%
UHRF1 binding: human UHRF1 methylated DNA binding inhibitors. UHRF1 binding to methylated oligo, TR-FRET. inhibition, % at 4.4 µM. 0.75% of 370,000 active. AID 687016; in the data active means inhibition above about 21%;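 further: UHRF1 SRA domain binding a hemimethylated CpG hairpin DNA probe; 0% = median of test compound wells and 100% = reference inhibitor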
Rev-erbA mod: Rev-erb alpha (human) modulation | 0.79% of 370,000 active | Rev-erbα–FITC-DNA binding, fluorescence polarization, 90 min | P20393 | activity, % at 10 µM | AID 1259318;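 active means activity above about 14%, limit read from the data; passing the limit was not always enough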;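 further: 0% = DMSO wells with 35 nM protein and 100% = DMSO wells with 750 nM protein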
PLC-beta3 inh: blocks human PLC-beta3 enzyme activity; Q01970; Purified PLC-beta3, fluorogenic substrate, fluorescence; inhibition, % at 12.2 µM; 0.18% of 370,000 active; AID 720704; in the data active means inhibition above about 11%;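 further: 0% = median of compound wells on plate and 100% = full blocker control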
ASAP1 GAP inh: ASAP1 ArfGAP inhibition; Q9ULH1; ASAP1-stimulated ARF1 GTP hydrolysis, GDP FP detection; inhibition, % at 16.5 µM; 0.19% of 360,000 active; in the data active means inhibition above about 25%;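 further: 0% = vehicle with enzyme and substrate and 100% = no enzyme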
Numbers without * were called inactive; i = inactive; . = no result given.

SMILES	sPLA2-III inh	proKLK7 act	DDE Tn6 FP inh	ARFGAP1 inhibitor	Tn7 DDE FP	PLCg1 inh	UHRF1 binding	Rev-erbA mod	PLC-beta3 inh	ASAP1 GAP inh
COc1cc(/C=C/c2ccc3c(Br)cc(Br)c(O)c3n2)ccc1O	5	0.9	-24	10	-4	-468	-9	-2	i	13
CCOC(=O)C1=C[C@@H](c2ccccc2)N(S(=O)(=O)c2ccc(C)cc2)[C@H]1c1cccc(Cl)c1	-11	-0.7	1	5	1	2	0	-1	3	6
Cc1ccc(OCC(=O)N(C)CCc2ccccn2)cc1	0	0.0	6	-7	8	0	2	5	0	4
Cc1nn(C2CCS(=O)(=O)C2)c(Cl)c1/C=C/C(=O)OCC(=O)N(C)C (centres undefined)	0	-0.1	13	12	-1	-1	-1	-1	-7	18
O=C1CC(c2ccccc2)CC2=C1C1(CCCC1)N=C(Nc1nc3ccccc3o1)N2 (centres undefined)	-8	-0.3	2	4	2	-7	-2	-3	-11	-8
Cc1occc1-c1nnc(SCC(=O)NCc2ccco2)n1CC(C)C	0	0.8	3	6	-3	-6	6	1	-10	5
Cc1ccc(C)c(NC(=O)CCC(=O)N2CCOc3ccccc32)c1	11	0.1	-1	10	2	6	7	2	-6	3
CC1=CC(C)(C)N(C(=O)CSc2nnc(N)s2)c2cc(C)c(C)cc21	-4	0.1	-2	-9	-1	0	-3	-3	2	-1
CCn1c(CSc2ncccn2)nnc1SCC(=O)N1CCc2ccccc21	7	-0.1	-15	1	1	-4	2	-1	-3	-7
CCCCNC(=O)c1ccccc1NC(=O)c1ccc2c(c1)OCO2	0	0.5	0	11	-1	-1	16	-5	-2	1
O=S(=O)(NCCS(=O)(=O)N1CCN(c2ccc(F)cc2)CC1)c1ccc(F)cc1	-17	-1.2	1	7	5	8	2	5	-11	-1
CC(C)NC(=O)COC(=O)c1ccc(O)cc1	5	0.0	11	-9	1	0	-1	7	0	-3
Cc1cc(C(=O)NC(C)C2CC2)c(Cl)cc1Cl (centres undefined)	11	-0.7	1	-1	7	-2	4	-5	-4	-4
S=C(NC1CCCCC1)N1CCN(Cc2ccccc2)CC1	2	0.2	0	4	-3	-2	21*	3	0	-5
Clc1ccc(SCc2cc(-c3ccccc3)no2)cc1	5	0.4	-6	3	-1	-1	5	.	5	16
C/C(=N\NC(=O)C(N)=O)c1cccc(C(F)(F)F)c1	-3	0.0	1	1	-8	-1	-1	-3	-1	7
O=C(N/N=C/c1cccs1)c1cccc(NC(=O)c2ccc(Cl)cc2)c1	6	0.1	2	-4	2	0	1	-3	0	2
CN(C)C=Nc1ncc2c3ccccc3n(CCN(C)C)c2c1C#N	5	5.0	-5	1	-5	-47	2	0	-67	3
Cc1ccc(NC(=S)N(Cc2cccs2)Cc2cc3cc(C)ccc3[nH]c2=O)cc1	4	0.2	1	2	-9	2	-1	-3	0	-2
CCCC(c1nnnn1CC1CCCO1)N1CCN(c2nc3ccccc3s2)CC1 (centres undefined)	4	-0.3	-5	3	3	5	1	1	9	-3

Reformatted with the structure last: part of the list above
| sPLA2-III inh | proKLK7 act | DDE Tn6 FP inh | ARFGAP1 inhibitor | Tn7 DDE FP | PLCg1 inh | UHRF1 binding | Rev-erbA mod | PLC-beta3 inh | ASAP1 GAP inh | molecule |
| --- | --- | --- | --- | --- | --- | --- | --- | --- | --- | --- |
| 5 | 0.9 | -24 | 10 | -4 | -468 | -9 | -2 | i | 13 | COc1cc(/C=C/c2ccc3c(Br)cc(Br)c(O)c3n2)ccc1O |
| -11 | -0.7 | 1 | 5 | 1 | 2 | 0 | -1 | 3 | 6 | CCOC(=O)C1=C[C@@H](c2ccccc2)N(S(=O)(=O)c2ccc(C)cc2)[C@H]1c1cccc(Cl)c1 |
| 0 | 0.0 | 6 | -7 | 8 | 0 | 2 | 5 | 0 | 4 | Cc1ccc(OCC(=O)N(C)CCc2ccccn2)cc1 |
| 0 | -0.1 | 13 | 12 | -1 | -1 | -1 | -1 | -7 | 18 | Cc1nn(C2CCS(=O)(=O)C2)c(Cl)c1/C=C/C(=O)OCC(=O)N(C)C (centres undefined) |
| -8 | -0.3 | 2 | 4 | 2 | -7 | -2 | -3 | -11 | -8 | O=C1CC(c2ccccc2)CC2=C1C1(CCCC1)N=C(Nc1nc3ccccc3o1)N2 (centres undefined) |
| 0 | 0.8 | 3 | 6 | -3 | -6 | 6 | 1 | -10 | 5 | Cc1occc1-c1nnc(SCC(=O)NCc2ccco2)n1CC(C)C |
| 11 | 0.1 | -1 | 10 | 2 | 6 | 7 | 2 | -6 | 3 | Cc1ccc(C)c(NC(=O)CCC(=O)N2CCOc3ccccc32)c1 |
| -4 | 0.1 | -2 | -9 | -1 | 0 | -3 | -3 | 2 | -1 | CC1=CC(C)(C)N(C(=O)CSc2nnc(N)s2)c2cc(C)c(C)cc21 |
| 7 | -0.1 | -15 | 1 | 1 | -4 | 2 | -1 | -3 | -7 | CCn1c(CSc2ncccn2)nnc1SCC(=O)N1CCc2ccccc21 |
| 0 | 0.5 | 0 | 11 | -1 | -1 | 16 | -5 | -2 | 1 | CCCCNC(=O)c1ccccc1NC(=O)c1ccc2c(c1)OCO2 |
| -17 | -1.2 | 1 | 7 | 5 | 8 | 2 | 5 | -11 | -1 | O=S(=O)(NCCS(=O)(=O)N1CCN(c2ccc(F)cc2)CC1)c1ccc(F)cc1 |
| 5 | 0.0 | 11 | -9 | 1 | 0 | -1 | 7 | 0 | -3 | CC(C)NC(=O)COC(=O)c1ccc(O)cc1 |
| 11 | -0.7 | 1 | -1 | 7 | -2 | 4 | -5 | -4 | -4 | Cc1cc(C(=O)NC(C)C2CC2)c(Cl)cc1Cl (centres undefined) |

Source: PubChem
